# LMNA splice mod: qHTS Assay for Modulators of Lamin A Splicing; HeLa LMNA splicing GFP/RFP minigene ratio, 48 h; Potency, µM (titrated, usually from 46.1 µM), for inactives: at the top dose ratio change, negative = inhibition, usual class: inhibitors; 0.01% of 200,000 active; active = well fitted inhibition curve with a large enough effect in the signal ratio, with a control signal flat, not every such curve was filed as active; inconclusive = small, poorly fitted or top-dose-only effect, or effect the other way, or a change in a side signal; the % refers to the signal ratio; also: % is scaled to controls: 0 for no effect and ±100 for the full control effect
#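 S3 HeLa stable clones carrying a lamin A-EGFP splicing minigene plus DsRed2 were seeded at 600 cells/well in Opti-MEM with 2% FBS, pin-dosed and incubated 48 h at 37°C. Acumen cytometry (488 nm) gave the GFP/RFP total-intensity ratio.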
# KDM4E inh: qHTS Assay for Inhibitors of Human Jumonji Domain Containing 2E (JMJD2E) | Lysine-specific demethylase 4E (Homo sapiens), B2RXH2 | JMJD2E catalytic domain, FDH-coupled NADH fluorescence (FDH is formaldehyde dehydrogenase) | Potency, µM (series often up to 57.1 µM), without a hit: at the highest dose activity change, negative = inhibition, actives largely listed as inhibitors | 1.6% of 230,000 active | AID 2147, 2009; active = well fitted inhibition curve with a large enough effect, not every such curve was filed as active; inconclusive = small, poorly fitted or top-dose-only effect, or another doubt; inactive = no such curve, though single readings can be large or run the other way;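 also: 0% = wells with enzyme and -100% = buffer wells without enzyme; nearly all actives have a fitted effect of over 50% in size; many of its hits are not listed in these tables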
# Target sequence (B2RXH2 1-337 limits assumed): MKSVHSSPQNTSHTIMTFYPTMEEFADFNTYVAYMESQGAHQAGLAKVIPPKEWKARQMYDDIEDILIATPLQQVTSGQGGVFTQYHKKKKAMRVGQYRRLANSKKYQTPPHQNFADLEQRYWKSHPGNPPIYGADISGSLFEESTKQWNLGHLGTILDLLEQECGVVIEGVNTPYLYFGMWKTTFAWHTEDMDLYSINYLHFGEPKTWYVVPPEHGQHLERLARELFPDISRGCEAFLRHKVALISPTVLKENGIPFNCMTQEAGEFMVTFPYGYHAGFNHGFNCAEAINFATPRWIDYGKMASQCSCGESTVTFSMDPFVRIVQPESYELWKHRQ
# SMN2 splice enh: qHTS Assay for Enhancers of SMN2 Splice Variant Expression. HEK293 SMN2-luciferase splicing reporter, luminescence, 30-36 h. Potency, µM (top dose mostly 46.1 µM), inactives show top-dose activity change, positive = activation, most hits filed as activators. 2.8% of 210,000 active; also: % of control where 0% means no effect; nearly all actives have a fitted effect of over 55% in size
#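 HEK293 cells carry an SMN2 minigene-luciferase reporter in which exon 7 inclusion puts luciferase in frame. Cells were seeded at 2000 cells/well, attached for 10-12 hours, then exposed to compounds for 30-36 hours at 37C before ONE-Glo luminescence.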
# ALDH1A1 block: qHTS Assay for Inhibitors of Aldehyde Dehydrogenase 1 (ALDH1A1). Potency, µM (series often up to 75.3 µM), without a hit: top-dose activity, negative = inhibition, actives largely listed as inhibitors. Purified ALDH1A1, NADH fluorescence, propionaldehyde substrate. 7.3% of 220,000 active. Aldehyde dehydrogenase 1A1 (Homo sapiens), P00352; active = well fitted inhibition curve with a large enough effect, not every such curve was filed as active; inconclusive = small, poorly fitted or top-dose-only effect, or another doubt; inactive = no such curve, though single readings can be large or run the other way;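 also: plate controls were no enzyme wells and a reference inhibitor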
# Target sequence (P00352 whole entry, looked up): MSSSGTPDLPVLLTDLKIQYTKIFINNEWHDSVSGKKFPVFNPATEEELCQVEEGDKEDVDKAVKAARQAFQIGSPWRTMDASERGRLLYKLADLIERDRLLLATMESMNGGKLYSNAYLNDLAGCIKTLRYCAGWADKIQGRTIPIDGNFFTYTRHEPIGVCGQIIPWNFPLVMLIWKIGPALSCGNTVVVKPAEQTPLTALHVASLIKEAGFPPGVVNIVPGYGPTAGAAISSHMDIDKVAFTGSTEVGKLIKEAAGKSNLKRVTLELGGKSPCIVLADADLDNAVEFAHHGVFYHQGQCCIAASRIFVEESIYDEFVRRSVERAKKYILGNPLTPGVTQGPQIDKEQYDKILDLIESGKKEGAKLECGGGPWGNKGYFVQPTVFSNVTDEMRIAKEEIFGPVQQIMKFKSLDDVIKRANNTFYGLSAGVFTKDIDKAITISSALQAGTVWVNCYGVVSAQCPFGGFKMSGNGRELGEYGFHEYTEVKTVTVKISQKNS
# RECQ1 inh: qHTS Assay for Inhibitors of RecQ-Like Dna Helicase 1 (RECQ1); ATP-dependent DNA helicase Q1 (Homo sapiens), P46063; 0.54% of 240,000 active; RECQ1 DNA unwinding, red fluorescence kinetic read; Potency, µM (titrated, usually from 57.3 µM), for inactives: top-dose activity, negative = inhibition, most hits filed as inhibitors;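 also: plate controls were vehicle for no effect and no enzyme for full effect; nearly all actives have a fitted effect of over 30% in size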
#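 50 nM RECQ1T1 preincubated 15 min with compound in Tris pH 8.0 buffer with MgCl2, DTT, Tween-20 and 2.5 ug/ml poly(dI-dC); started with 200 nM TAMRA/BHQ-2 forked duplex and 2 mM ATP. Unwinding read as fluorescence (525/598 nm), two reads 2 h apart.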
# TR SRC2 fluor cs: Total Fluorescence Counterscreen for Inhibitors of the Interaction of Thyroid Hormone Receptor and Steroid Receptor Coregulator 2; 0.29% of 280,000 active; Potency, µM (top dose mostly 106 µM), for inactives: top-dose fluorescence change, negative = quenching; TRb/SRC2 Texas Red total fluorescence interference; active = well fitted curve in either direction with a large enough effect; inconclusive = small, poorly fitted or top-dose-only effect; also: % is scaled to controls: 0 for no effect and ±100 for the full control effect
#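 Human TRb ligand-binding domain at 0.6 uM with 20 nM Texas Red SRC2 peptide in Tris buffer containing 1 uM T3 and 5% DMSO, incubated with compound 5 h at ambient temperature. Total fluorescence (555/632 nm) calculated as parallel + 2 × perpendicular.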
# TRb SRC2 PPI: qHTS for Inhibitors of the Interaction of Thyroid Hormone Receptor and Steroid Receptor Coregulator 2; TRbeta-SRC2 peptide binding, fluorescence polarization; receptor liganded with 1 µM T3; Potency, µM (doses to about 106 µM), inactives show top-dose activity change, negative = inhibition, usual class: inhibitors; 0.065% of 280,000 active; AID 1469, 2008;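 also: plate controls were bound peptide for no effect and peptide without receptor for full effect; nearly all actives have a fitted effect of over 50% in size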
#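 Fluorescence polarization of 20 nM Texas Red SRC2 peptide (20-aa NR interaction domain) bound to 0.6 uM human TRb ligand-binding domain, with 1 uM T3, after 5 hr at ambient temperature; inhibition seen as decreased polarization.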
# GoLoco inh red: qHTS Assay for Inhibitors of RGS12 GoLoco Motif Activity (Red Fluorophore); 0.44% of 230,000 active; AID 880, 2007; Potency, µM (top dose mostly 61.6 µM), for inactives: top-dose activity, negative = inhibition, actives largely listed as inhibitors; Gai1:RGS12 GoLoco peptide FP, rhodamine, 10 min; Guanine nucleotide-binding protein G(i) subunit alpha-1 (Homo sapiens), P63096; active = well fitted inhibition curve with a large enough effect, not every such curve was filed as active; inactive = no such curve, though single readings can be large or run the other way; also: % is scaled to controls: 0 for no effect and ±100 for the full control effect; nearly all actives have a fitted effect of over 30% in size; many of its hits are not listed in these tables
# Numbers without * were called inactive; i = inactive; ? = inconclusive; · = no result given; [ ] = remark or other dose. Unless noted, calls follow the shape of the dose curve; as a rule, active = well fitted curve in the direction sought with a large enough effect; inconclusive = small, poorly fitted or top-dose-only effect, or another doubt; inactive = no such curve, though single readings can be large; an effect the other way counts as inactive or inconclusive. Potency is read from the fitted curve at half-maximal effect. Only part of the results is shown; the hit share may differ from the screen's.
SMILES,LMNA splice mod,KDM4E inh,SMN2 splice enh,ALDH1A1 block,RECQ1 inh,TR SRC2 fluor cs,TRb SRC2 PPI,GoLoco inh red
O=C(C1CCN(c2nnnn2-c2ccccc2)CC1)N1CCN(c2ccccc2)CC1,-6%,11%,20%,10µM*,-9%,-4%,1%,-8%
NC(=O)c1sc2nc(N3CCCCC3)c3c(c2c1N)CCCC3,?,?,-16%,?,i,-5%,-13%,-7%
COc1cc(CCC(=O)OCC(=O)Nc2c(C)cccc2C(C)C)cc(OC)c1OC,-1%,5%,17%,9%,i,-1%,2%,-6%
O=C(N/N=C\c1ccc(Br)o1)C1COc2ccccc2O1 (stereo not given),-21%[46 µM],-9%,0%,?,-12%,-1%,4%,10%
CCCCC(=O)Nc1ccc(NC(=O)c2cccnc2)cn1,1%,-6%,·,-1%,i,2%,5%,-2%
CCC(=O)Nc1cccc(C(=O)OC)c1,·,-2%,·,·,-1%,-4%,-7%,10%
CC(=O)Nc1sc(C)c(C)c1C(=O)Nc1ccc(C)cc1,9%[0.0737 µM],10%,8%,1%,-14%,-2%,-8%,14%
CCOc1cc(CNc2ccccc2SC)ccc1O,-7%,?,·,?,-4%,-1%,-12%,8%
CN(C)S(=O)(=O)c1cc(S(=O)(=O)N(C)C)c(Cl)cc1N,3%,6%,-5%,13µM*,-14%,0%,-17%,4%
Cc1cc(C)cc(NC(=O)C2CCN(c3nccs3)CC2)c1,-4%,3%,3%,10%,-6%,-2%,2%,10%
Cc1ccc(C)c(N2CCN(CC(=O)Nc3ccc4[nH]c(=O)[nH]c4c3)CC2)c1,-9%,-5%,-27%,?,-2%,-3%,4%,6%
COc1cc(OC)cc(-c2nc(-c3cc4cc(C)ccc4nc3OC)no2)c1,-11%,1%,-5%,1%,-10%,4%,3%,6%
Cc1cc(C)c2c(N=NN(C)C)[nH]nc2n1,2%,-2%,-4%,?,-3%,-3%,-1%,5%
CCO[C@H]1OC(C(=O)N2CCN(Cc3ccc4c(c3)OCO4)CC2)=C[C@@H](C2CCCCC2)[C@@H]1CCCO,·,13%,·,7%,-2%,2%,-5%,-9%
COC(=O)c1cc(C(=O)NCCCN2CCOCC2)cc([N+](=O)[O-])c1,?,-11%,22%,8%,-7%,0%,-3%,7%
CCOc1cc2[nH]c(=O)n(Cc3ccc(C(=O)NCCOC)cc3)c(=O)c2cc1OCC,-16%,-2%,-9%,-12%,1%,-7%,-3%,0%
COc1ccc(NC(=O)CC23CC4CC(CC(C4)C2)C3)cn1,?,-5%,-13%,-6%,-17%,-5%,-2%,2%
CC(=O)Oc1ccc(C(C)=O)c2c1OCCO2,6%,?,5%,7%,-9%,-2%,-2%,5%
CSc1nc2sccc2c(=O)[nH]1,·,-6%,16%,-2%,-3%,-4%,-5%,2%
COc1ccc(SCc2noc(C(=O)NC(C)C)c2C(=O)O)cc1,-7%[0.0737 µM],-4%,-3%,?,-7%,-1%,-9%,14%
CCC(=O)N(CCc1ccccc1)Cc1cc2cc(OC)ccc2[nH]c1=O,·,?,·,·,-16%,1%,10%,5%
CCn1c(=O)cc(OCC(=O)Nc2ccc(C)cn2)c2ccccc21,?,-1%,17%,-12%,i,2%,0%,0%
Cc1ccc2nc(-c3ccc(SCC(=O)N4CCc5ccccc54)nc3)[nH]c2c1,-25%,?,11µM*,?,-11%,0%,3%,17%
S=C(NCc1ccccc1)N1CCn2cccc2C1c1ccncc1 (stereo not given),·,-20%,-22%,?,0%,-1%,-7%,14%
CCN1CCN(c2nc3ccccc3nc2C(C#N)S(=O)(=O)c2ccc(C)cc2)CC1 (stereo not given),3%,-19%,2%,1%,-11%,-5%,-2%,1%
O=C(CSc1nc2ccccc2[nH]1)NC1CCCC1,-4%[46 µM],-3%,7%,1%,-26%,1%,-1%,6%
CCN(CC)S(=O)(=O)c1ccc(Oc2cccc(C(C)=O)c2)nc1,?,13%,-54%,14µM*,-11%,-2%,8%,-9%
CC(=O)Oc1cccc(N2C(=O)C3C4C=CC(C4=C(C)C)C3C2=O)c1 (stereo not given),4%,3%,17%,7.1µM*,i,1%,-22%,-13%
CCN(C(=N)N=C(N)N)c1ccccc1,·,13%,18%,4%,i,4%,8%,0%
COc1ccccc1C(=O)NC(CCSC)C(=O)NCC(c1ccco1)N(C)C (stereo not given),2%,-2%,-12%,-1%,1%,2%,-1%,5%
O=S(=O)(Nc1ccccn1)c1cccc(S(=O)(=O)c2ccc(Cl)cc2)c1,·,?,5%,-15%,4%,-4%,-2%,-1%
CCn1c2ccccc2c2nnc(SCC(=O)NCCOC)nc21,14%,-4%,12%,-3%,3%,1%,7%,-2%
N#C/C(=C(/O)CSc1ncn[nH]1)c1nc2ccccc2[nH]1,?,?,14%,-5%,-8%,-2%,-6%,89%[activator]
C=CCNC(=O)c1ccc(-c2nc(-c3ccc(Cl)cc3Cl)cs2)cc1,-2%,?,4.5µM*,1%,-3%,2%,-19%,2%
O=C(c1csnn1)N1CCC[C@@]2(CCN(c3ccncc3)C2)C1,·,·,-18%,-6%,-3%,·,·,-6%
Cc1ccc(S(=O)(=O)NCC(=O)OCN2C(=O)c3ccccc3C2=O)cc1,4%,6%,2%,4µM*,-5%,0%,-6%,1%
COc1ccc(/C=C(\NC(=O)c2cccs2)C(=O)NCc2ccco2)cc1OC,·,-17%,·,·,0%,0%,4%,9%
COc1ccccc1/C=N/NC(=O)c1ccc(CN2C(=O)c3cccc4cccc2c34)cc1,·,?,·,·,-5%,0%,1%,8%
COc1ccc(C2CC(c3ccc(Cl)cc3Cl)Nc3nc(N)nn32)cc1OC (stereo not given),-17%,1%,4%,-1%,-2%,0%,5%,5%
Cc1ccc(C(C(=O)NC2CCCC2)N(Cc2ccco2)C(=O)CCC(=O)Nc2cc(C)on2)cc1 (stereo not given),-13%,-4%,-10%,-13%,0%,0%,-1%,12%

# 2 records drawn at random from the list so far, as already listed:
SMILES,LMNA splice mod,KDM4E inh,SMN2 splice enh,ALDH1A1 block,RECQ1 inh,TR SRC2 fluor cs,TRb SRC2 PPI,GoLoco inh red
CCN1CCN(c2nc3ccccc3nc2C(C#N)S(=O)(=O)c2ccc(C)cc2)CC1 (stereo not given),3%,-19%,2%,1%,-11%,-5%,-2%,1%
N#C/C(=C(/O)CSc1ncn[nH]1)c1nc2ccccc2[nH]1,?,?,14%,-5%,-8%,-2%,-6%,89%[activator]

# The list goes on.
SMILES,LMNA splice mod,KDM4E inh,SMN2 splice enh,ALDH1A1 block,RECQ1 inh,TR SRC2 fluor cs,TRb SRC2 PPI,GoLoco inh red
O=c1cnc2ccccc2n1CC1CCCCC1,-7%,?,-14%,?,i,1%,2%,4%
CCOC(=O)c1sc(C)c2c1NC(C)(c1ccccc1)NC2=O (stereo not given),?,?,-29%,?,-19%,1%,-4%,-2%
Cc1cc(=O)n2[nH]c(-c3sccc3-n3c(C)ccc3C)cc2n1,·,?,?,?,-7%,1%,-7%,59%[activator]
CC(O)(CS(=O)(=O)Cc1ccccc1Cl)C(=O)Nc1cccc(C(F)(F)F)c1 (stereo not given),6%,-3%,2%,4%,-9%,-4%,-2%,-10%
CCCCCCCCCOC(=O)C(CC(=O)O)N1CCOCC1 (stereo not given),10%,4%,-5%,1%,2%,-2%,-6%,-4%
C=CCn1c(CSCc2ccc(C)cc2)nnc1SCC(=O)NCc1ccccc1,-3%,-10%,-7%,2%,-13%,0%,-2%,-4%
Cc1ccc(C2CC(c3cccs3)=NN2C(=O)c2ccc(Br)o2)cc1 (stereo not given),6%,4%,13%,?,12%,2%,-25%,26%
O=C(Nc1nnc(C2CC2)s1)c1cc2c(s1)CCCCCC2,11%,-1%,?,?,i,1%,-5%,6%
COc1ccc(NC(=O)c2ccccc2SC)c(OC)c1,15%[46 µM],0%,-1%,-11%,18%,1%,4%,-4%
CCOC(=O)C1C(=O)C=C(c2ccc(C)cc2)CC1c1ccco1 (stereo not given),17%[0.0737 µM],0%,-3%,?,-8%,1%,-16%,5%
CCOC(=O)Cc1cc(=O)n2[nH]cc(-c3cccc(Br)c3)c2n1,?,?,·,?,-5%,?,?,27%
CSc1nc(C)cc(Oc2ccc(OCC(N)=O)nn2)n1,-11%[46 µM],11%,1%,2%,i,-3%,4%,9%
O=C(Nc1nc2ccc([N+](=O)[O-])cc2s1)c1c(F)cccc1F,?,7%,?,?,i,-2%,-2%,16%
CC(=O)c1c(C)[nH]c(C(=O)CSc2nc3ccccc3c(=O)n2CCCN2CCOCC2)c1C,4%,-1%,23%,?,8%,1%,-7%,13%
COc1c(C)cc(C(=O)C2CCCN(C(=O)c3ccoc3)C2)cc1C (stereo not given),?,-24%,·,?,-5%,0%,-5%,-2%
Cc1ccc(NC(=O)CSc2nnc(CN3CCOCC3)n2-c2ccccc2)cc1,-7%,-2%,-37%[inhibitor],3.2µM*,-1%,-1%,-12%,4%
CCc1ccc(OCC(=O)NC(C)C)cc1,·,6%,13%,0%,24%,1%,7%,-13%
Cc1ccc2c(n1)sc1c(N)ncnc12,-9%,?,19%,?,2%,-10%,-5%,7%
O=C(C1CCCN(S(=O)(=O)c2cccc3cccnc23)C1)N1CCc2ccccc21 (stereo not given),-5%,-6%,-3%,?,-11%,-1%,-8%,-3%
Cc1ccc(C2CC2C(=O)NNC(=S)Nc2cccc(Cl)c2)cc1 (stereo not given),-11%,-9%,0%,7.1µM*,-4%,-1%,7%,7%
Cn1nc2c3ccccc3n(Cc3ccc(F)cc3)c2nc1=S,·,5%,·,·,-4%,-3%,-4%,0%

# Source: PubChem BioAssay (National Center for Advancing Translational Sciences (NCATS))
